Screening data as filed in PubChem BioAssay.
ANO1 activ = activators or potentiators of mouse TMEM16A chloride channel | Q8BHY3 | HEK293 TMEM16A/YFP-H148Q/I152L, iodide quench fluorescence; stronger effect = lower value | hit rate 0.3% among 340,000 | B-score at 10 µM;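 active = fluorescence-ratio B-score plate-corrected deviation score at least 3 library SD below zero, with starting fluorescence score within 5 deviations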;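 note: channel opened by trigger with iodide after compound preincubation; score built on the fluorescence ratio of max minus min over baseline; more negative score means more quench and so TMEM16A activation or potentiation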
SKKanGAS inh = SKKanGAS growth inhibition; S. pyogenes SKKanGAS, kanamycin growth, BacTiter-Glo, 6 h; inhibition, % at 7.5 µM; hit rate 1.3% among 300,000;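 active = mean replicate score, as percent of positive control median, at least 50; inconclusive = mean below 50 but one replicate at or above 50; inactive = mean and every replicate below 50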;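 note: strain carries kanamycin resistance gene driven by streptokinase promoter and grows in 40 µg/ml kanamycin; loss of luminescence reflects streptokinase promoter inhibition or plain growth inhibition; 0% = median of DMSO wells and 100% = positive control at its reference dose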
TRPC6 inhibitor = mouse TRPC6 channel inhibition; Q61143; HEK293-TRPC6, membrane potential dye, ACh-evoked depolarization; stronger effect = lower value; B-score at 10 µM; hit rate 1.1% among 310,000;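 active = B-score under library mean minus 3 SD, initial fluorescence not abnormally high, positive integrated signal ratio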;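 note: B-score derived from integrated fluorescence ratio over the kinetic read; more negative B-score means stronger inhibition of depolarization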
MrgX1 PAM = allosterically activates human MrgX1 receptor signaling | Q96LB2 | B-score at 10 µM | hit rate 0.63% among 310,000 | MrgX1-HEK293, Fluo-4 calcium flux, FDSS; stronger effect = higher value | AID 588675;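 active = plate-corrected calcium response at least 3 library SD above typical, normal starting fluorescence, not activating the receptor alone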;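 note: compound read alongside a low EC10 to EC30 dose of BAM8-22 agonist; peak minus trough fluorescence over baseline measured at the second addition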
Target sequence (Q96LB2 whole entry, looked up): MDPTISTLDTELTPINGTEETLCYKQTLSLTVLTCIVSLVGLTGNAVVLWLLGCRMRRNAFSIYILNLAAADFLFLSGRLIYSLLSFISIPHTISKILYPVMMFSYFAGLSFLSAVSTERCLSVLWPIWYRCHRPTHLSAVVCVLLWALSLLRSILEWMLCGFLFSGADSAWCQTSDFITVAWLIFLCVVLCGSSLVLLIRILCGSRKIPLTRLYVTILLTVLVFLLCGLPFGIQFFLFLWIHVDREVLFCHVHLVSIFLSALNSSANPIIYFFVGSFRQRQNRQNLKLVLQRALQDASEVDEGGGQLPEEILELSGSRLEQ
TRPC6 act = mouse TRPC6 channel activation; Q61143; HEK293-TRPC6 membrane potential dye fluorescence; stronger effect = higher value; B-score at 10 µM; hit rate 0.13% among 310,000;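 active = B-score of the integrated fluorescence ratio above library mean plus 3 SD, and starting fluorescence ratio within library mean plus 5 SD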;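 note: higher score means more depolarization so channel activation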
RGS4 act = potentiators or activators of RGS4 | HEK293 M3R/inducible RGS4, carbachol calcium flux Fluo4; stronger effect = lower value | B-score at 10 µM | hit rate 0.92% among 310,000 | AID 463111;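 active = B-score of the integrated calcium signal more than 4 SD below the library mean, with starting fluorescence not abnormally high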;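 note: negative B-score means reduced calcium response which marks RGS4 activation or potentiation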
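System: HEK293 FlpIn-TREx cells, stable M3R, doxycycline-inducible RGS4. Timing: overnight RGS4 induction, 30 min dye load 37 °C, 20 min compound RT. Also added: carbachol, ECmax concentration. Measured by: Fluo4 fluorescence kinetic imaging of calcium. Evaluation: integrated calcium ratio converted to B score.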
MrgX1 ag = activates human MrgX1 receptor signaling; MrgX1-HEK293 cells, Fluo-4 calcium fluorescence, agonist mode; stronger effect = higher value; B-score at 10 µM; hit rate 0.44% among 310,000;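 active = calcium response B-score plate-corrected fluorescence ratio at least 3 library SD, with starting fluorescence B-score inside 5 SD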
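Material: HEK293 cells stably expressing human MrgX1 receptor | Quantity: 15,000 cells per well | Times: Cells plated overnight, dye loaded 0.5 h 37 °C, 0.5 h room temperature | Measured by: Kinetic Fluo-4 NW fluorescence of intracellular calcium | Control set: Positive and negative controls per plate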
RGS4 inh = human RGS4 inhibition; P49798; HEK293 M3R/RGS4 inducible, Fluo-4 calcium flux; stronger effect = higher value; triggered by carbachol at its EC20; B-score at 10 µM; hit rate 0.45% among 310,000;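 active = B-score, a plate-corrected calcium signal, over three deviations above library mean, with baseline fluorescence within five deviations of library mean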;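 note: RGS4 expression induced by doxycycline in cells with stable M3 receptor; B-score is computed from the integrated fluorescence ratio over baseline after carbachol; higher B-score means a larger calcium signal and so more RGS4 inhibition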
Target sequence (P49798 whole entry, looked up): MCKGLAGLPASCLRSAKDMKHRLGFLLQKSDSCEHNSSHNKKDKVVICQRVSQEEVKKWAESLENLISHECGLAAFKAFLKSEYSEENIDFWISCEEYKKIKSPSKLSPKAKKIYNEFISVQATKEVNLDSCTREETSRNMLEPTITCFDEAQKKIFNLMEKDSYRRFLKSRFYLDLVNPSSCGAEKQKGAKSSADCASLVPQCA
HDAC3 inhib = inhibitors of human histone deacetylase 3. O15379. recombinant HDAC3, fluorogenic peptide/trypsin coupled, fluorescence. inhibition, % at 8.3 µM. hit rate 0.15% among 320,000; in the data active = inhibition above about 26%, passing the limit was not always enough; inconclusive = no clear call, values can overlap the other calls
Target sequence (O15379 whole entry, looked up): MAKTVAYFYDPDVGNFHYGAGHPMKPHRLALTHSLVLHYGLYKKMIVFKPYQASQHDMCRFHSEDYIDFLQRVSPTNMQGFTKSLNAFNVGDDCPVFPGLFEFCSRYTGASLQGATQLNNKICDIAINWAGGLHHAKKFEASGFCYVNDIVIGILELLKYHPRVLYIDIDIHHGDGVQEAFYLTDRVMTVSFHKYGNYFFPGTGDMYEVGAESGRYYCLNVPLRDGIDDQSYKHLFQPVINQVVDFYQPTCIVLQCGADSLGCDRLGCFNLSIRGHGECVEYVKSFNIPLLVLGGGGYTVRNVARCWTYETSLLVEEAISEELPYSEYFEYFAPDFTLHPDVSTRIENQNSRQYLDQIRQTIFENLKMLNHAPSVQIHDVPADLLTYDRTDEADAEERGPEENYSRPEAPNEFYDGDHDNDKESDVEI
TMEM16A inh = blocks the mouse calcium-activated chloride channel TMEM16A | AID 588511 | Q8BHY3 | HEK293 TMEM16A/YFP iodide influx fluorescence, ionomycin | hit rate 1.2% among 310,000 | normalized B-score (activity score, 25-100; higher = stronger inhibition) at 10 µM;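 active = ratio plate-corrected score three or more library SD toward inhibition, starting fluorescence score within five deviations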;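 note: score derived from kinetic fluorescence span divided by baseline fluorescence per well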
MrgX1 antagonist = antagonists of human MrgX1 receptor. hit rate 1.3% among 310,000. AID 588676. B-score at 10 µM. MRGX1-HEK293 calcium flux, Fluo-4, BAM8-22 antagonism; stronger effect = lower value;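 active = calcium-response B-score plate-corrected more than 3 library SD below zero, starting fluorescence within 5 deviations, no agonist response on first addition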;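 note: peak minus trough fluorescence over baseline after final BAM8-22 challenge near maximal dose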
Starred values were filed as active, the others as inactive; i = inactive; ? = inconclusive; · = no result given. The order is random; about 6.7% have a hit in one of these screens.

SMILES	ANO1 activ	SKKanGAS inh	TRPC6 inhibitor	MrgX1 PAM	TRPC6 act	RGS4 act	MrgX1 ag	RGS4 inh	HDAC3 inhib	TMEM16A inh	MrgX1 antagonist
O=C(CC1Oc2ccccc2NC1=O)NCCCN1CCOCC1 (stereo not drawn)	i	2	i	i	i	i	i	i	-10	i	i
Cc1ccc2c(c1)N(CCCC(=O)NCCCN1CCCC1=O)C(=O)CO2	i	-5	i	i	i	i	i	i	-4	i	i
CCN(c1ccc(F)cc1)S(=O)(=O)c1ccc2[nH]cc(C(=O)NCCCN3CCOCC3)c(=O)c2c1	i	-15	i	i	i	i	i	i	?	i	i
CCOc1ccc(C2c3[nH]c4ccccc4c3CCN2Cc2cn(CC)nc2C)cc1 (stereo not drawn)	i	-7	i	i	i	i	i	i	-9	i	i
COc1ccc(CCN(C)CCC(=O)Nc2cccc(C)c2)cc1OC	i	1	i	i	i	i	i	i	4	i	i
CCN(CC)S(=O)(=O)c1ccc(C(=O)OCC(=O)NCc2ccco2)cc1	i	2	i	i	i	i	i	i	4	i	i
CCCCc1nc2sc3c(SCC(=O)NCc4ccco4)ncnc3c2c2c1CCC2	i	4	i	i	i	i	i	i	-1	i	i
COC(=O)C1CCN(C(=O)Nc2ccc(OC)cc2)CC1	i	-4	i	i	i	i	i	i	-2	i	i
CC/C(=N\NC(=O)OC)c1ccc(OC(F)F)cc1	i	18	i	i	i	i	i	i	0	i	i
Cc1c(NC2(C#N)CCCC2)c(=O)n(-c2ccccc2)n1C	i	-18	i	i	i	i	i	i	-8	i	i
CCOC(=O)N1CCN(S(=O)(=O)c2cc(OCC)ccc2OCC)CC1	i	-2	i	i	i	i	i	i	8	i	i
CC(=O)c1c(N2CCCCC2)nc(=S)n(-c2ccccc2)c1C	i	1	i	i	i	i	i	i	4	i	i
COc1cc(F)c(S(=O)(=O)N2CCOc3ccccc32)cc1OC	i	8	i	i	i	i	i	i	1	i	i
Cc1ccc(-c2nnc(CCC(=O)NCc3csc(C)n3)o2)s1	i	-17	i	i	i	i	i	i	·	i	i
COc1cc2c(cc1OC)CN(CC(=O)NC(=O)NC(C)(C)C)CC2	i	3	i	i	i	i	i	i	3	i	i
COc1ccc(CC(=S)N2CCOCC2)cc1	i	-24	i	i	i	i	i	i	3	i	i
COC(=O)[C@H](C)NC(=O)NC1CCN(Cc2ccccc2)CC1	i	1	i	i	i	i	i	i	?	i	i
COCCNC(=O)CSc1ncnc2sc(-c3ccccc3)cc12	i	23	i	i	i	i	i	i	-1	i	i
O=[N+]([O-])c1ccc(Nc2nccc(Cl)n2)cc1	i	0	i	i	i	i	i	i	-5	i	i
Cc1ccc(-c2csc3nc(-c4ccncc4)[nH]c(=O)c23)cc1	i	-3	i	i	i	i	i	i	·	i	i
COC(=O)C1C(O)=C(C=Nc2ccc(N)cc2)C(=O)CC1(C)C (stereo not drawn)	i	18	i	i	i	i	i	i	0	i	i
S=c1[nH]nc(COc2ccc3ccccc3c2)o1	i	8	i	i	i	i	i	i	7	i	i
Cc1cccc(OCC(O)CN2C(C)(C)CC(O)CC2(C)C)c1C (stereo not drawn)	i	-8	i	i	i	i	i	i	3	i	i
COc1ccc(S(=O)(=O)NC2CCc3ccccc32)cc1OC (stereo not drawn)	i	-3	i	i	i	i	i	i	1	i	i
CCOc1ccc(C(=O)OCC(=O)NCCCc2ccccc2)cc1	i	-8	i	i	i	i	i	i	10	i	i
(more compounds)
SMILES	ANO1 activ	SKKanGAS inh	TRPC6 inhibitor	MrgX1 PAM	TRPC6 act	RGS4 act	MrgX1 ag	RGS4 inh	HDAC3 inhib	TMEM16A inh	MrgX1 antagonist
COc1cc(C(=O)N(Cc2ccco2)Cc2cc3ccccc3[nH]c2=O)cc(OC)c1OC	i	-3	i	i	i	i	i	i	-3	i	i
O=C1CSC(c2cn(-c3ccccc3)nc2-c2cccs2)N1CC1CCCO1 (stereo not drawn)	i	-2	i	i	i	i	i	i	?	i	i
Cc1c(N)c(C(C)(C)C)cc(C(C)(C)C)c1[N+](=O)[O-]	i	2	i	i	i	i	i	i	-2	i	i
COCCNC(=O)CS(=O)(=O)Cc1nc(-c2ccc(C)cc2)oc1C	i	-6	i	i	i	i	i	i	-4	i	i
CCOc1ccccc1NC(=O)c1cccc(N2C(=O)CCC2=O)c1	i	5	i	i	i	i	i	i	4	i	i
Cc1cccc(CN2CCN(c3nc4nonc4nc3NC3CC3)CC2=O)c1	i	6	i	i	i	i	i	i	4	i	i
C=CCOCCN(C)C1=NS(=O)(=O)c2cc([N+](=O)[O-])ccc21	i	2	i	i	i	i	i	i	8	i	i
CCOc1ccc(NC(=O)NNC(=O)c2cccnc2)cc1	i	1	i	i	i	i	i	i	-3	i	i
Cc1nc2nc(SCC(N)=O)[nH]c2cc1Br	i	-5	i	i	i	i	i	i	-2	i	i
CCCCc1ccc(NC(=S)NCc2ccccc2OC)cc1	i	59*	i	i	i	i	i	i	10	i	i
COc1ccc(OCCOC(=O)CNC(=O)c2ccc(C)cc2)cc1	i	-16	i	i	i	i	i	i	-1	i	i
O=C(NC1CCCCNC1=O)c1ccco1 (stereo not drawn)	i	0	i	i	i	i	i	i	-3	i	i
O=C(CC(=O)N/N=C/c1ccc(Cl)cc1Cl)NCc1ccccc1	i	-15	i	i	i	i	i	i	-11	i	i
CCOc1ccc(CCNC(=O)Cc2ccc(NC(=O)C3=C(C)OCCS3)cc2)cc1	i	25	i	i	i	i	i	i	?	i	i
COc1ccc2oc(C)c(C(=O)c3ccccc3)c2c1	i	14	i	i	i	i	i	i	0	i	i
CCN(C(=O)c1cc(Cl)ccc1OC)c1ccccc1C	i	-4	i	i	i	i	i	i	-2	i	i
CCO[C@@H]1OC(C(=O)N2CCN(Cc3ccc4c(c3)OCO4)CC2)=C[C@H](C)[C@H]1CCCO	i	0	i	i	i	i	i	i	0	i	i
O=C1CC2CS(=O)(=O)CC2N1c1ccc(Cl)cc1Cl (stereo not drawn)	i	1	i	i	i	i	i	i	-3	i	i
CCC(C)(C)n1nnnc1CN1CCN(C(c2ccccc2)c2ccccc2)CC1	i	8	i	i	i	-7.5*	i	i	12	i	i
COc1ccc(-c2cc(=O)[nH]c(NCc3ccccc3)n2)cc1	i	-3	i	i	i	i	i	i	-2	i	i
Cc1cc(=O)n2nc(N3CCCC(C(=O)N4CCOCC4)C3)sc2n1 (stereo not drawn)	-5.5*	·	·	i	·	·	i	·	2	i	i
COc1cccc(NC(=O)COC(=O)c2ccco2)c1	i	2	i	i	i	i	i	i	6	i	i
CN(C)S(=O)(=O)c1ccc2nnn(OCC(=O)NC34CC5CC(CC(C5)C3)C4)c2c1	i	-1	i	i	i	i	i	i	·	i	i
CCC(=O)NC(Nc1cc(C)cc(C)n1)(C(F)(F)F)C(F)(F)F	i	-1	i	i	i	i	i	i	-1	i	i
O=C(/C=C\c1ccccc1)Nc1ccc(NC(=O)c2ccco2)cc1	i	0	i	i	i	i	i	i	4	i	i
(next part)
SMILES	ANO1 activ	SKKanGAS inh	TRPC6 inhibitor	MrgX1 PAM	TRPC6 act	RGS4 act	MrgX1 ag	RGS4 inh	HDAC3 inhib	TMEM16A inh	MrgX1 antagonist
COc1cc(C(=O)COC(=O)C2CCN(c3ccc(C(F)(F)F)cn3)CC2)ccc1OC(F)F	i	-15	i	i	i	-8.7*	i	i	18	i	i
CN(C)S(=O)(=O)c1ccc(Cl)c(NC(=O)CSc2nnnn2-c2ccc(O)cc2)c1	i	4	i	·	i	i	·	i	·	·	·
Cc1ccc(NC(=O)CCC(=O)NNC(=O)NC23CC4CC(CC(C4)C2)C3)cc1C	i	-7	i	i	i	i	i	i	5	i	i
Cc1[nH]c2ccccc2c1C(=O)CN1CCCC1	i	-2	i	i	i	i	i	i	-1	i	i
CC(C)COc1ccc(C(=O)N/C(=C/c2cccc([N+](=O)[O-])c2)C(=O)O)cc1	i	2	i	i	i	i	i	i	4	i	i
Cc1ccccc1-n1nc2c(c1NC(=O)c1ccc(S(=O)(=O)N(C)C)cc1)CSC2	i	22	i	i	i	i	i	i	·	i	i
COc1ccc(CCNC(=O)COC(=O)c2cnccn2)cc1	i	-2	i	i	i	i	i	i	-3	i	i
O=C(NCCS(=O)(=O)N1CCN(c2ccc(F)cc2)CC1)c1ccco1	i	0	i	i	i	i	i	i	-4	i	i
CC(=O)NCC(=O)N(c1ccccc1)C1(C(=O)NC2CCCCC2)CCCCC1	i	1	i	i	i	i	i	i	-8	i	i
CC(=O)N1C(=S)NC(=O)/C1=C1/C(=O)N(CC(=O)Nc2cccc(C)c2)c2ccccc21	i	-8	i	i	i	i	i	i	12	i	i
CC(C)Oc1cccc(C(=O)C2CCCN(Cc3ccc4nonc4c3)C2)c1 (stereo not drawn)	i	0	i	i	i	i	i	i	12	i	i
O=C(CCNC(=O)c1ccc(Cl)cc1)NCCC1=CCCCC1	i	-8	i	i	i	i	i	i	3	i	i
CCC1(C)N(O)C(C)(C)C(c2ccc(OC)cc2)=[N+]1[O-] (stereo not drawn)	i	-2	i	i	i	i	i	i	-6	i	i
CCOC(=O)c1ccc2c(c1)nc(COc1ccc3ccccc3c1)n2CC	i	17	i	i	i	-7.3*	i	i	16	i	-5.2*
CCOc1cc(NC(=S)NCc2ccco2)c(OCC)cc1NC(=O)CC(C)C	i	-5	i	i	i	i	i	i	-3	i	i
COc1cccc(CC(NC(C)=O)C(=O)NC2CCN(C(=O)C3CCCCC3)CC2)c1OC (stereo not drawn)	i	8	i	·	i	i	·	i	·	·	·
O=C(NCCC(=O)N(CCc1ccccc1)Cc1ccccc1)c1ccc([N+](=O)[O-])cc1	i	7	i	i	i	i	i	i	3	i	i
S=C(NCCc1ccccc1)Nc1ccc(Nc2ccccc2)cc1	i	-5	i	i	i	i	i	i	24	i	i
Nc1nnc(SCC(=O)Nc2ccc(N3CCOCC3)cc2)s1	i	0	i	i	i	i	i	i	2	i	i
O=C(/C=C/c1ccc(-c2ccccc2[N+](=O)[O-])o1)c1ccc(Br)cc1	i	6	i	i	i	i	i	i	4	i	i
COc1ccccc1C(=O)NC(=O)OCCn1c(C)cnc1[N+](=O)[O-]	i	2	i	i	i	i	i	i	-2	i	i
